# RAD52 inh = blocks human RAD52 DNA annealing | P43351 | recombinant RAD52 DNA annealing, FRET fluorescence | inhibition, % at 18.7 µM | hit rate 0.46% among 360,000 | AID 651710;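 active = every replicate showing at least 50% inhibition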
# RAD54 branch = RAD54 (human) branch migration inhibition; AID 602329; inhibition, % at 10.4 µM; Q92698; hit rate 0.14% among 360,000; RAD54 Holliday junction branch migration, FAM/BHQ fluorescence;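 active = mean normalized replicate activity at least 40 and at least half of replicates scoring 40 or more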;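 also: 0% = median of neutral control wells and 100% = median of positive control wells; inhibitors cause a drop in the FAM fluorescence signal; in these data hits start at about 50%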
# CFTR F508del cor = correctors of CFTR F508del function in bronchial epithelial cells. hit rate 0.36% among 350,000. activity (quench increase), % at 7.58 µM. CFBE cells, YFP halide quenching; stimulated with forskolin plus potentiator P3; % fluorescence drop versus neutral controls. AID 720511;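 active = mean added fluorescence quench of at least 8% versus neutral control, with both replicates also reaching 8%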;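 also: cells transiently co-express mutant CFTR-F508del with the halide-sensitive YFP; corrector assay measuring rescue of mutant channel to the surface after 24 h compound exposure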
# GSIS activator = GLuc luminescence reporter in INS-1E cells, primary screen for activators of glucose-dependent secretion of insulin; activation, % at 16.6 µM; AID 743287; hit rate 0.61% among 370,000; INS-1E GLuc reporter insulin secretion, 2-3 h;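 active = lowest replicate activation of at least 40%, so every replicate reaches that level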;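 also: 0% = median of neutral control wells and 100% = median of IBMX positive control wells; some compounds called inactive have numbers as strong as hits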
# XiGFP reactiv = X-chromosome reactivation activator; hit rate 0.055% among 360,000; XiGFP mouse fibroblasts, % GFP-positive cells imaging, 3 d; cells co-treated with 5-aza-dC sensitizer; scaled so ellipticine positive control = 100%; AID 743238; activation, % at 7.58 µM;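 active = mean normalized replicate activation at least 10% and every replicate at or above 10%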;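 also: 0% = median of on-plate neutral control wells and 100% = ellipticine 6 µM median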
#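 System: 68-5-11 XiGFP fibroblast line; Timing: 3 days compound exposure; Compound dosing: one concentration, pinned; Benchmarks: positive control ellipticine, 6 µM final; Buffer or medium: DMEM containing 5-aza-dC.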
# esBAF inh = inhibitors of esBAF chromatin remodeling in mouse ES cells; Bmi1-luciferase knock-in reporter, 24 h; 100% = twice the neutral-well signal; hit rate 2% among 350,000; reporter increase, % at 12.5 µM; in the data active = activation above about 40%;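 also: 0% = median of the plate's neutral control wells and 100% = double that signal; a rise in the Bmi1 reporter signal indicates esBAF inhibition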
# ERAP1 inh = ERAP1 (human) enzyme inhibition; recombinant ERAP1, Leu-AMC fluorescence, 60 min; inhibition, % at 10.7 µM; hit rate 0.15% among 340,000;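 active = mean replicate inhibition of at least 30%, or all replicates individually reaching that 30% level; inactive = mean below 30% and not every replicate reaching it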;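 also: 0% = neutral control wells and 100% = L-leucinethiol positive control wells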
# Target sequence (Q9NZ08 whole entry, looked up): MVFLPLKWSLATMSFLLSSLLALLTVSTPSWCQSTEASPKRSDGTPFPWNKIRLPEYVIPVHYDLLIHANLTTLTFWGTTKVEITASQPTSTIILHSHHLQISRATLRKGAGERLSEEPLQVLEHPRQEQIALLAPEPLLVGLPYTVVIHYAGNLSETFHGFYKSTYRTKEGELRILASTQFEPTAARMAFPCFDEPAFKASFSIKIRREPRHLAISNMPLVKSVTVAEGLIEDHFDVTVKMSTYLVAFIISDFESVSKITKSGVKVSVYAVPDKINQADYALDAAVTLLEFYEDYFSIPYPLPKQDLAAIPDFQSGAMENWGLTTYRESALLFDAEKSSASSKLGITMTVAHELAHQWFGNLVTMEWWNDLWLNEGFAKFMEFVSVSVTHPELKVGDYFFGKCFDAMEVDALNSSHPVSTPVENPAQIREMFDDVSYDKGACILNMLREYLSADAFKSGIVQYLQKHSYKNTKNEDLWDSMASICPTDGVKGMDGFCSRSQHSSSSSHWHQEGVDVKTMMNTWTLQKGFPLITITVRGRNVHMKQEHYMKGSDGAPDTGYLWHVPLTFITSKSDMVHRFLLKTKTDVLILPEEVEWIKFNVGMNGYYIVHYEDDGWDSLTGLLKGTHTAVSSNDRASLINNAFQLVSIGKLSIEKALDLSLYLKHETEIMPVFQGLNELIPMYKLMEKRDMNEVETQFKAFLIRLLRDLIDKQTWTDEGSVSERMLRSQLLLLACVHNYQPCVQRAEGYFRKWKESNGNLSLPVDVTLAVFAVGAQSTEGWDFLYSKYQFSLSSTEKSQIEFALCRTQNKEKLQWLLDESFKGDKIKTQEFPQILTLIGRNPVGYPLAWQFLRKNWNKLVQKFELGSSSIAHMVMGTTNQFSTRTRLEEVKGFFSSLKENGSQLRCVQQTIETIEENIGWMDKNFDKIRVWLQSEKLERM
# ARNT-TACC3 inh = disrupts binding between human ARNT and TACC3; Q9Y6A5; AlphaScreen His-ARNT PAS-B/GST-TACC3 binding, luminescence; TACC3 fragment carries E629A point mutation; inhibition, % at 9.99 µM; hit rate 0.66% among 390,000; AID 623870;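 active = mean inhibition of replicates at least 50% and at least half of replicates each reaching 50%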;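 also: 0% = complete ARNT plus TACC3 wells and 100% = ARNT alone without TACC3; many hits fall short of the cut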
# * = called active by the depositor; · = no result given; & = joins results of further samples.
1) CC(=O)Nc1ccc(NC2CCCCC2NS(=O)(=O)c2ccccc2)cc1 (stereo unspecified)
2) CN1C[C@@H]2[C@H](c3ccccc31)[C@H](CO)N2C(=O)C1CCOCC1
3) C[C@@H]1CCCCO[C@@H](CN(C)S(=O)(=O)c2cccs2)[C@@H](C)CN([C@H](C)CO)C(=O)c2cc(NC(=O)Nc3ccccc3)ccc2O1
4) COc1ccccc1CC(NC(C)=O)C(=O)NC1CCN(S(=O)(=O)c2ccccc2)CC1 (stereo unspecified)
5) O=C1C[C@@H]2c3c(cccc3CN1Cc1ccc(Br)cc1)C[C@@H](O)[C@H]2O
6) COc1cc2c(cc1OC)C(C)N(C(=O)c1cccc([N+](=O)[O-])c1)CC2 (stereo unspecified)
7) O=C(CSc1nc2ccccc2n1CC(=O)N1CCCCC1)N1CCCCC1
8) CC(C)CNC(=O)/C(C#N)=C1\N=C(NC(=O)c2ccco2)c2ccccc21
Compound	1	2	3	4	5	6	7	8
RAD52 inh	-8	-8	-13	-2	2	-7	-19	-38
RAD54 branch	2	-17	-3	1	-7	·	0	-6
CFTR F508del cor	4.2	0.3	-1.6	-3.1	-2.6	·	-0.9	-2.2
GSIS activator	5	5	45	6	-1	-5	2	9
XiGFP reactiv	0.1	-0.1	-0.1	0.3	-0.3	0.1	-0.1	0.0
esBAF inh	-3	3	-2	1	11	·	-2	26
ERAP1 inh	-1	-2	-1	-4	-3	5	-2	1
ARNT-TACC3 inh	2	-1	1	2	7	18	7	-4

9) COc1cccc(NC(=O)C[C@@H]2CC[C@@H]3[C@H](COc4ccc(NC(=O)C5CCCC5)cc4C(=O)N3C)O2)c1
10) CC(C)Nc1ncnc2c1ncn2[C@H]1CN(Cc2ccc(Cl)cc2)C[C@@H](CO)O1
11) Fc1ccc(CN2CC[C@H]3C=CCc4cccc(c43)C2)cc1
12) CC(C)C[C@H](NC(=O)c1ccccn1)C(=O)N1CCC[C@H]1C(=O)NCc1ccccc1
13) CCC1=C(OC(=O)N(CC)CC)N2C(=O)OC(=NCc3ccccc3)[C@]2(C)[C@H]2C1=CC[C@H]1C(=O)N(CC)C(=O)[C@H]12
14) Cc1ccc(S(=O)(=O)Nc2ccc3c(c2)CC(=O)N([C@@H](C)CO)C[C@H](C)[C@@H](CN(C)C)O3)cc1
15) COc1ccccc1-c1cnc2c(c1)C(=O)N([C@@H](C)CO)C[C@H](C)[C@H](CN(C)C(=O)CN(C)C)O2
16) COc1ccc(NC(=S)N2CCNC(=O)C2CC(=O)Nc2ccc(C)cc2)cc1 (stereo unspecified)
Compound	9	10	11	12	13	14	15	16
RAD52 inh	-2	-9	-20	-1	-10	-1	7	-8
RAD54 branch	·	6	2	·	-14	2	11	-8
CFTR F508del cor	-6.2	1.1	1.5	-2.9	-0.8	0.4	0.6	·
GSIS activator	-11	5	13	·	·	5	6	-12
XiGFP reactiv	0.1	0.1	0.2	0.4	-0.1	0.2	-1.3	0.4
esBAF inh	·	-2	8	·	-5	1	-6	·
ERAP1 inh	-6	0	-2	6	0	2	0	1
ARNT-TACC3 inh	·	·	-10	·	2	-4	-1	-14

17) CCn1c(CNC(=O)COc2ccc(C(C)C)cc2)nnc1SCC(=O)Nc1ccccc1F
18) Cc1ccsc1/C=N/NC(=O)CNC(=O)c1c(F)cccc1Cl
19) O=C1CCCN1C(=O)CSc1ncnc2sccc12
20) O=c1c(Cc2ccc(Cl)cc2Cl)c(O)ccn1CCCN1CCOCC1
21) COc1cc(/C(C#N)=C/c2cccc3ccccc23)c([N+](=O)[O-])cc1OC
22) CN1C(=O)c2cc(NC(=O)C3CCCC3)ccc2OC[C@@H]2O[C@@H](CC(=O)Nc3ccccc3)CC[C@H]21
23) CCc1ccc(NC(=S)N2CCN(C)CC2)cc1
24) O=C(CSc1ncnc2c1cnn2-c1ccccc1)NCC1CCCO1 (stereo unspecified)
Compound	17	18	19	20	21	22	23	24
RAD52 inh	-15	5	-8	1	-11	11	-20	-4
RAD54 branch	-5	11	·	·	·	1	13	-2
CFTR F508del cor	·	-1.7	0.3	-1.2	·	0.0	0.2	2.3
GSIS activator	-36	5	13	48	·	-8	-2	-1
XiGFP reactiv	·	0.0	-0.1	0.3	0.6	0.2	0.0	0.0
esBAF inh	-6	-1	6	·	·	0	·	10
ERAP1 inh	-1	2	1	·	-4	-2	-1	-1
ARNT-TACC3 inh	1	7	-2	-8	6	1	-3	-4

# 4 compounds already listed, sorted by count of non-hydrogen atoms, largest number first.
22) CN1C(=O)c2cc(NC(=O)C3CCCC3)ccc2OC[C@@H]2O[C@@H](CC(=O)Nc3ccccc3)CC[C@H]21
17) CCn1c(CNC(=O)COc2ccc(C(C)C)cc2)nnc1SCC(=O)Nc1ccccc1F
21) COc1cc(/C(C#N)=C/c2cccc3ccccc23)c([N+](=O)[O-])cc1OC
24) O=C(CSc1ncnc2c1cnn2-c1ccccc1)NCC1CCCO1 (stereo unspecified)
Compound	22	17	21	24
RAD52 inh	11	-15	-11	-4
RAD54 branch	1	-5	·	-2
CFTR F508del cor	0.0	·	·	2.3
GSIS activator	-8	-36	·	-1
XiGFP reactiv	0.2	·	0.6	0.0
esBAF inh	0	-6	·	10
ERAP1 inh	-2	-1	-4	-1
ARNT-TACC3 inh	1	1	6	-4

# Given with values under each structure: six of the compounds above
# Under each structure – RAD52 inh, RAD54 branch, CFTR F508del cor, GSIS activator, XiGFP reactiv, esBAF inh, ERAP1 inh, ARNT-TACC3 inh
(18) Cc1ccsc1/C=N/NC(=O)CNC(=O)c1c(F)cccc1Cl
→ 5, 11, -1.7, 5, 0.0, -1, 2, 7
(19) O=C1CCCN1C(=O)CSc1ncnc2sccc12
→ -8, ·, 0.3, 13, -0.1, 6, 1, -2
(20) O=c1c(Cc2ccc(Cl)cc2Cl)c(O)ccn1CCCN1CCOCC1
→ 1, ·, -1.2, 48, 0.3, ·, ·, -8
(21) COc1cc(/C(C#N)=C/c2cccc3ccccc23)c([N+](=O)[O-])cc1OC
→ -11, ·, ·, ·, 0.6, ·, -4, 6
(22) CN1C(=O)c2cc(NC(=O)C3CCCC3)ccc2OC[C@@H]2O[C@@H](CC(=O)Nc3ccccc3)CC[C@H]21
→ 11, 1, 0.0, -8, 0.2, 0, -2, 1
(23) CCc1ccc(NC(=S)N2CCN(C)CC2)cc1
→ -20, 13, 0.2, -2, 0.0, ·, -1, -3

# Next records.
25) Cc1ccc(-n2ncc(C(=O)Nc3cc(Cl)ccc3C)c2C2CCNCC2)cc1C
26) COc1cccc(-c2cc(C(=O)N3CCN(S(=O)(=O)c4ccc(Br)cc4)CC3)[nH]n2)c1
27) Cc1ccc(C(=O)NC2CCN(S(=O)(=O)c3ccccc3)CC2)cc1
28) CCCN(C)C[C@@H]1Oc2ncc(C#CC3CC3)cc2C(=O)N([C@H](C)CO)C[C@H]1C
29) CN(C)C1(CNC(=O)C2CCC(=O)N(CCc3ccc(Cl)cc3)C2)CCCCC1 (stereo unspecified)
30) CN(Cc1ccccn1)C(=O)C1CCC(=O)N(CCc2ccc(Cl)cc2)C1 (stereo unspecified)
31) C[C@@H]1CN([C@@H](C)CO)C(=O)c2cc(NS(C)(=O)=O)ccc2O[C@H]1CN(C)Cc1ccc(Cl)c(Cl)c1
32) COc1ccc(CN2C[C@@H](O)COC[C@H]3O[C@@H](CC(=O)N4CCc5ccccc5C4)CC[C@@H]32)cc1
Compound	25	26	27	28	29	30	31	32
RAD52 inh	-11	-15	-19	·	-6	-16	2	2
RAD54 branch	9	2	·	·	-8	-1	-18	1
CFTR F508del cor	-5.0	3.1	·	1.7	-1.9	-0.6	-1.7	5.4
GSIS activator	-16	-16	1	0	10	11	-11	-4
XiGFP reactiv	0.0	0.1	0.0	-0.8	0.0	-0.1	0.1	0.2
esBAF inh	3	5	·	-5	-6	7	2	-1
ERAP1 inh	1	1	-1	·	1	0	0	1
ARNT-TACC3 inh	·	-11	-6	·	-3	3	-5	24

33) CC(C)CC#Cc1cnc2c(c1)C(=O)N([C@H](C)CO)C[C@@H](C)[C@H](CN(C)C(=O)Cc1ccccc1)O2
34) C[C@H](CO)N1C[C@H](C)[C@@H](CN(C)C(=O)c2cccnc2)Oc2cc(C3=CCCC3)ccc2S1(=O)=O
35) CCOC(=O)c1c(NC(=O)c2cc(CC(C)C)on2)sc(C(C)=O)c1C
36) O=S1(=O)c2cc(Cl)ccc2N2CCC[C@@H]2CN1Cc1ccc(Cl)c(Cl)c1
37) COc1ccc(S(=O)(=O)Nc2ccc3c(c2)C(=O)N([C@@H](C)CO)C[C@@H](C)[C@H](CN(C)Cc2ccc(C(=O)Nc4ccccc4N)cc2)O3)cc1
38) CCC(=O)c1ccc(OCC(=O)N2CCCC2)c(OC)c1
39) C[C@@H]1CN([C@H](C)CO)C(=O)CCCn2nncc2CO[C@@H]1CN(C)C(=O)Nc1ccnc(N2CCOCC2)c1
40) CC1(C(=O)NS(=O)(=O)c2cccs2)CCN1C(=O)c1ccco1 (stereo unspecified)
Compound	33	34	35	36	37	38	39	40
RAD52 inh	4	-3	-8	-10	-17	-6	-3&0	-8
RAD54 branch	3	3	-7	·	0	·	0&7	-1
CFTR F508del cor	-2.2	-1.2	2.5	0.8	-0.6	-2.8	-2.4&0.3&-3.7	2.0
GSIS activator	-17	13	·	5	13	8	-4&-3	8
XiGFP reactiv	-0.2	0.7	-0.1	0.1	0.2	0.0	0.0&0.2	0.0
esBAF inh	12	5	-8	·	-15	·	-5&2&-3	-10
ERAP1 inh	1	5	-1	-3	1	-1	-1&-2	-2
ARNT-TACC3 inh	4	2	-5	·	-3	0	0	·

41) c1ccc(CN2CCN(C(c3ccccc3)c3ccccc3)CC2)cc1
42) O=S(=O)(N[C@H]1CC[C@@H](CCn2cc(C3CC3)nn2)O[C@H]1CO)c1ccc(F)cc1
43) O=C1c2cccc(-c3ccc(C(F)(F)F)cc3)c2C2CCCCN12 (stereo unspecified)
44) COc1ccc(Cc2nnc(NC(=O)c3cccc([N+](=O)[O-])c3)s2)cc1
45) CC1=C(n2ccnc2)CCC1=O
46) COc1ccccc1CN1[C@@H]2c3cccc(=O)n3C[C@@H]2[C@@H](CO)[C@@H]1C(=O)NCc1ccccc1
47) Cc1ccc(-c2nc(S(=O)(=O)c3ccccc3)c(SCC(=O)NCC3CCCO3)o2)cc1 (stereo unspecified)
48) COc1ccccc1NC(=O)NNC(=O)c1cc2ccccc2cc1O
49) CO[C@@H]1CN(C)C(=O)c2cc(NC(=O)C3CC3)ccc2OC[C@H](C)N(Cc2ccccc2)C[C@H]1C
50) C#CCOCCOCCOCCNc1nc(N2CCOCC2)nc(N2CCN(C(=O)[C@H](CCC(=O)O)n3cc([C@@H](N)CCCCN)nn3)CC2)n1
51) COc1ccc(S(=O)(=O)Nc2cccc3c2O[C@H](CN(C)S(=O)(=O)c2ccc(F)cc2)[C@@H](C)CN([C@H](C)CO)C3=O)cc1
Compound	41	42	43	44	45	46	47	48	49	50	51
RAD52 inh	-10	-6	5	·	·	-9	-11	-6	0	-13	5
RAD54 branch	3	-4	8	-6	8	-13	-11	5	6	2	9
CFTR F508del cor	4.6	0.6	3.0	·	-2.1	0.5	2.4	-2.4	-1.1	1.2	0.2
GSIS activator	-25	-7	-18	7	1	-1	0	-30	-10	21	·
XiGFP reactiv	0.0	0.0	0.1	0.3	0.3	0.5	0.0	0.0	0.5	1.1	-0.5
esBAF inh	-7	-2	-2	·	-5	6	1	-12	-11	-6	9
ERAP1 inh	-6	1	5	·	·	10	-2	0	0	-6	2
ARNT-TACC3 inh	3	-2	·	-2	6	5	-1	6	-4	1	·

# Source: PubChem BioAssay
